Compound activity deposited in PubChem BioAssay by National Center for Advancing Translational Sciences (NCATS).
GLP1R inv ag = qHTS of GLP-1 Receptor Inverse Agonists (Inhibition Mode); Glucagon-like peptide 1 receptor (Homo sapiens), P43220; HEK293 GLP-1R CRE-luciferase, luminescence, 24 h; GLP-1R form is constitutively active; Potency, µM (highest dose often 38.3 µM), without a hit: top-dose activity change, negative = inhibition, actives largely listed as inhibitors; 410,000 compounds, 1.6% hits; note: potency is the fitted concentration of half-maximal effect; % is set by controls: 0 for no effect and ±100 for the full control effect; nearly all actives have a fitted effect of over 55% in size
Target sequence (P43220 whole entry, looked up): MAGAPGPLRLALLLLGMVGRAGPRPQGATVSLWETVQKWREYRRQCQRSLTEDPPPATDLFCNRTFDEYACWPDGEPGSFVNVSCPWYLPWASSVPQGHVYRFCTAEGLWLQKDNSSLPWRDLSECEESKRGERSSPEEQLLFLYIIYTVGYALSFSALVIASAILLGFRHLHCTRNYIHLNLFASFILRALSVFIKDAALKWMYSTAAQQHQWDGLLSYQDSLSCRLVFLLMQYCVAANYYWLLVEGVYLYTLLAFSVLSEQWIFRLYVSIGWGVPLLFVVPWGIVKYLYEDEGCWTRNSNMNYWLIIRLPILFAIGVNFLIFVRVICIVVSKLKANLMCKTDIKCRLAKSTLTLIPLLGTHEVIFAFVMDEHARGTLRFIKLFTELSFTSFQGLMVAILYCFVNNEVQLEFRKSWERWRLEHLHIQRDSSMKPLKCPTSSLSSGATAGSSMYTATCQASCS
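Using stably transfected HEK293 (constitutively active GLP-1R, cAMP-luciferase reporter), compounds were incubated 24 hr and luciferase measured by luminescence.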
aSyn rescue = qHTS of alpha-syn Inhibitors. Yeast expressing alpha-synuclein, growth rescue, BacTiter-Glo, 24 h. Potency, µM (titrated, usually from 46.1 µM), without a hit: at the highest dose growth rescue (activation), usual class: activators. 370,000 compounds, 0.14% hits. AID 652106, 2013; note: potency is the fitted concentration of half-maximal effect; % of control where 0% means no effect; nearly all actives have a fitted effect of over 65% in size
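Rescue of yeast growth: cells expressing toxic alpha-synuclein, induced in galactose at OD600 0.02, incubated with compound 24 h at 30 C. ATP luminescence quantified growth; inhibitors of toxicity appear as activators.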
TDP43 rescue = qHTS of TDP-43 Inhibitors; TDP-43 expressing yeast growth rescue, BacTiter-Glo, 24 h; Potency, µM (series often up to 46.1 µM), inactives show at the highest dose growth rescue (activation), hits mostly activators; 410,000 compounds, 1.8% hits; AID 652104, 2013; note: potency is the fitted concentration of half-maximal effect; % of control where 0% means no effect; nearly all actives have a fitted effect of over 50% in size
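Yeast expressing TDP-43 (pregrown in raffinose, seeded at OD600=0.02 in galactose medium) exposed to compounds 24 hr at 30 deg C. Growth read by BacTiter-Glo luminescence; rescue of toxicity appears as increased signal.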
pAkt inh = HTS Assay for Inhibitors of Akt Phophorylation: Primary Screen; 360,000 compounds, 0.32% hits; Neuro2A IGF-stimulated pAkt S473 HTRF, 20 min; stronger effect = lower value; AID 651550, 2012; activity change, % for hits at 50 µM; in the data active = activity change below about -80%; inconclusive = mostly about -51% to -80%; note: % is set by controls: 0 for no effect and ±100 for the full control effect
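Single-point screen (50 µM final compound) in Neuro2A cells stimulated 20 min with 6 nM IGF at 37 deg C. After lysis, Ser473-phosphorylated Akt read by HTRF (ex 330 nm, em 615/665 nm) as the 665/615 ratio.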
GLP1R ag = qHTS of GLP-1 Receptor Agonists. Potency, µM (titrated, usually from 45.6 µM), for inactives: top-dose activation, usual class: activators. 380,000 compounds, 0.007% hits. AID 624172, 2012. HEK293 GLP-1R CRE-luciferase, luminescence, 4-6 h; cells express a hypersensitive GLP-1R form. Glucagon-like peptide 1 receptor (Homo sapiens), P43220; note: potency is the fitted concentration of half-maximal effect; % of control where 0% means no effect
FUS suppressor = qHTS for Suppressors of FUS Proteinopathy: Primary screen using FUS-linked yeast assay | S. cerevisiae FUS-expressing, growth rescue, OD600, 24 h | Potency, µM (highest dose often 76.6 µM), for inactives: at the highest dose growth rescue (activation), most hits filed as activators | 390,000 compounds, 0.24% hits | AID 1347120, 2019;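 note: potency is the fitted concentration of half-maximal effect; plate controls were DMSO vehicle for no effect and reference control for full effect; nearly all actives have a fitted effect of over 55% in size; some results filed as inactive show a strong effect at the top dose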
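S. cerevisiae expressing FUS from galactose induction served as the toxicity model. Growth after 24hr at 30C, read as absorbance at 600 nm, indicates suppression of toxicity; compounds dosed at several concentrations.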
DRD3 antagonist = qHTS of D3 Dopamine Receptor Antagonist: qHTS. D(3) dopamine receptor (Homo sapiens), P35462. D3R cells, DiscoveRx beta-arrestin luminescence, antagonist mode; stronger effect = lower value. max response, negative = inhibition, %. 360,000 compounds, 2.5% hits. AID 652054, 2013; in the data active = max response below about -50%; inconclusive = no clear call, values can overlap the other calls; note: % is set by controls: 0 for no effect and ±100 for the full control effect; mostly tested at two doses, the higher about 12 µM
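Cells expressing the human receptor were seeded at 1500 cells/well, incubated overnight at 37 degrees C in 5% CO2, then exposed to library compounds with dopamine controls for 90 minutes at 37 degrees C before luminescent detection.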
Abeta yeast res = qHTS for compounds that reverse cellular toxicity of Amyloid beta (A-beta) peptide in yeast: Primary Screen | Potency, µM (top dose mostly 46.1 µM), without a hit: at the highest dose growth rescue, usual class: activators | 410,000 compounds, 0.063% hits | AID 1347071, 2019 | yeast expressing A-beta42, growth rescue, OD600, 48 h; response scale: 0% DMSO, 100% iron-clioquinol control; note: potency is the fitted concentration of half-maximal effect; nearly all actives have a fitted effect of over 55% in size
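Yeast A-beta toxicity model in growth medium with pinned compounds, 48 h at 30 C; growth read as absorbance at 600 nm. Normalized to FeCl3/clioquinol equimolar mix (positive) and DMSO (negative).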
PTHR1 ag = qHTS for PTHR1 Agonists: Primary Screen. Parathyroid hormone/parathyroid hormone-related peptide receptor (Homo sapiens), Q03431. HEK293 GP2 PTHR1 cells, GloSensor cAMP luminescence, 1 h. Potency, µM (highest dose often 115 µM), for the others: top-dose activation, usual class: activators. 410,000 compounds, 0.075% hits. AID 743266, 2014; note: potency is the fitted concentration of half-maximal effect; nearly all actives have a fitted effect of over 55% in size; some results filed as inactive show a strong effect at the top dose; inactives centre near -15; many of its hits are not listed in these tables
Target sequence (Q03431 whole entry, looked up): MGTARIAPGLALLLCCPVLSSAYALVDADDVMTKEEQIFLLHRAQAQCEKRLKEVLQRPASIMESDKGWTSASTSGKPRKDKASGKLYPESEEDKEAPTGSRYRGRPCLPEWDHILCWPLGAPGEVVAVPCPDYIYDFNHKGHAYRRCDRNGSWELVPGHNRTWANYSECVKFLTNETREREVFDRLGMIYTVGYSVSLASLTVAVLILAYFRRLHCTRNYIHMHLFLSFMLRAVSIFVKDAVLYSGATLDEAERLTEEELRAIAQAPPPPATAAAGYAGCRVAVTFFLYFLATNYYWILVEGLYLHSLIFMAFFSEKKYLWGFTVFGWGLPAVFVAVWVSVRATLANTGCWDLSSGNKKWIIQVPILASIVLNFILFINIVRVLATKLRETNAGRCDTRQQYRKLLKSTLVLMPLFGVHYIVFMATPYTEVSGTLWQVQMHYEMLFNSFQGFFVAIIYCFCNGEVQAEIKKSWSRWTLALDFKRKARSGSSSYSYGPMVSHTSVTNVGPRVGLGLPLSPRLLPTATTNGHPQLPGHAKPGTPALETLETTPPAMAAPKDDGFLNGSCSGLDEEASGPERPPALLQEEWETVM
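HEK-293-derived GP2 cells expressing PTHR1 and a GloSensor cAMP reporter, 3,000/well, plated overnight, given luciferin plus IBMX (each 0.5 mM as added) for 1 h at 37 °C, then compound for 1 h at 37 °C. Luminescence was read after 15 min at room temperature.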
An asterisk follows results filed as active; i = inactive; ? = inconclusive; . = no result given; & = joins results of further samples; [ ] = dose if it differs, or a comment. Unless noted, calls come from the whole dose curve; as a rule, active = well fitted curve in the direction sought with a large enough effect; inconclusive = small, poorly fitted or top-dose-only effect, or another doubt; inactive = no such curve, though single readings can be large; an effect the other way counts as inactive or inconclusive. Only part of the results is shown. The share of hits here may be higher or lower than overall.

Structure	GLP1R inv ag	aSyn rescue	TDP43 rescue	pAkt inh	GLP1R ag	FUS suppressor	DRD3 antagonist	Abeta yeast res	PTHR1 ag
COC(=O)C=CC(=NNc1ccccc1)c1ccccc1	7.9µM*	0%	?	i	?	9%	4	14%	-5%
O=C1C2C3C=CC(C3)C2C(=O)N1c1ccc(Cc2ccncc2)cc1 (stereo not given)	11%	-7%	-22%	i	2%	35%	57	-2%	-6%[57.5 µM]
CCOCCn1c(N2CCN(c3ccccc3)CC2)nc2c1c(=O)[nH]c(=O)n2C	-8%	-1%	0%	i	12%	4%	9	5%	i
COc1cc(/C=N\Nc2nncn2N)ccc1OC(C)=O	45%[activator]	2%	9%	i	-3%	12%	0	18%	-5%
CC(=O)Nc1nc(C)c(C(C)(C)C)s1	0%	3%	-7%	i	12%	7%	-3	0%	i
Clc1cccc(Cl)c1Cn1cnc2c(NCc3ccco3)ncnc21	0%	-1%	-9%	i	-6%	-3%	?	-2%	-12%[57.5 µM]
C=CCn1c(SCC(=O)OCC)nc2cc(C(=O)NCc3ccco3)ccc2c1=O	-20%	2%	0%	i	-1%	40%	-2	5%	13%[57.5 µM]
CC1CCCN(C(=O)CN2CCN(C(=O)c3ccco3)CC2)C1 (stereo not given)	-16%	0%	-14%	i	2%	51%	-4	-10%	-13%
COc1cccc(C2C(C#N)=C(N)N(c3ncn[nH]3)C3=C2C(=O)CCC3)c1 (stereo not given)	12%	10%	-13%	i	-1%	.	0	9%	i
CCOC(=O)[C@H]1[C@H]2COc3ccc(C)cc3[C@@H]2N2C(=O)CN(Cc3ccco3)C(=O)[C@@]12C	8%	5%	16%	i	8%	20%	-4	2%	-19%
Cn1c(N)c(C(=O)COC(=O)CSc2cccc3cccc(Cl)c23)c(=O)n(C)c1=O	5%	-2%	-14%	i	4%	5%	12	-10%	-7%
CC(C)CCN(C(=O)c1csnn1)C(C(=O)NC1CCCC1)c1ccccc1 (stereo not given)	?	-8%	-3%	i	9%	?	5	5%	?
CC1CCCN(C(=O)Cn2cnc3c2c(=O)n(C)c(=O)n3C)C1 (stereo not given)	1%	-2%	4%	i	-5%	4%	0	0%	-16%[57.5 µM]
O=C1CC(c2ccccc2)C(C(=O)Nc2ccccc2F)N1 (stereo not given)	-1%	-5%	2%	i	-5%	-27%	-9	-7%	-34%[inhibitor]
CCCCn1nnnc1C(c1cc2ccccc2o1)N1CCN(c2ncccc2C#N)CC1 (stereo not given)	?	1%	18%	i	2%	?	20	10%	-38%
COC(=O)c1ccc(OCCN2CCCCCC2)cc1	-9%	-3%	-23%	i	2%	20%	-27	4%	i
O=C(CSc1ncnc2[nH]ncc12)Nc1cccc(Oc2ccccc2)c1	?	1%	.	i	-3%	29%	0	10%	i
COc1cc(C2Nc3cccc4cccc(c34)N2)cc(OC)c1O	17%	0%	-17%	i	-7%	-4%	-8	-45%[inhibitor]	-7%
Nn1c(COc2ccccc2F)nnc1SCC(=O)NC1CCCCC1	6%	-2%	15%	i	-6%	7%	14	-1%	i
CC(=O)NCc1ccc(C(=O)O)cc1	-3%	2%	-5%	i	-2%	-38%	-4	-1%	i

Structure	GLP1R inv ag	aSyn rescue	TDP43 rescue	pAkt inh	GLP1R ag	FUS suppressor	DRD3 antagonist	Abeta yeast res	PTHR1 ag
CC1(C(=O)NS(=O)(=O)c2ccc(Cl)s2)CCN1C(=O)CCc1ccccc1 (stereo not given)	6%	0%	17%	i	-5%	-19%	-23	-6%	-5%
CC(C)NC(=O)C1(C)CCN1C(=O)Cc1ccc(-c2ccccc2)cc1 (stereo not given)	-15%	0%	?	i	7%	2%	7	15%	-19%
O=C(c1cc(COc2c(F)cccc2F)on1)N1CCN(C2CCCCC2)C(=O)C1	?	0%	?	i	1%	-5%	7	-1%	-10%
CC(=O)c1ccccc1OCC(O)CNC1CCCC1 (stereo not given)	-2%	-1%	-1%	i	7%	2%	-6	-17%	i
CC1CCc2nc(N)c(C#N)c(-c3ccncc3)c2C1 (stereo not given)	19%	1%	0%	i	12%	5%	6	3%	12%
O=C(CCn1cnc2ccccc2c1=O)Nc1ccc(S(=O)(=O)N2CCCC2)cc1	0%	0%	-5%	i	-7%	0%	0	-1%	i
Cc1c(Cl)cccc1NC(=O)N1CCN(Cc2cc(=O)n3nc(-c4ccccc4F)sc3n2)CC1	-19%	.	7%	.	.	16%	.	-5%	i
Cn1nc(-c2ccccc2)cc1NC(=O)c1cccs1	1%	-1%	24%	i	27%	-23%	10	16%	i
O=C1NCCCc2c1no[n+]2[O-]	6%	-4%	-6%	i	-5%	-10%	-17	6%	-8%[57.5 µM]
COc1ccc(OC)c(NC(=O)NNC(=O)COc2ccc(-c3ccccc3)cc2)c1	-3%	2%	3%	i	-9%	.	13	5%	i
COc1cc([N+](=O)[O-])c2nccnc2c1	45%[activator]	-3%	14%	i	-2%	-22%	-1	-15%	-20%
Cc1cccc(Cn2ccc(-c3ccc(Cl)cc3)c(C#N)c2=O)c1	16%	-16%	0%	i	7%	-16%	-7	-8%	i
CCN(CC)C(=O)[C@H]1C[C@H](CC(=O)NC/C=C(\C)CCC=C(C)C)C(=O)N2CCc3c([nH]c4cc(-c5ccco5)ccc34)[C@]12C	?	6%	21%	i	-1%	42%	-29	3%	-3%
O=S(=O)(Nc1cccc2ncccc12)c1cccc(C(F)(F)F)c1	-4%	2%	11%	i	-4%	-1%	-15	-3%	-43%[inhibitor]
O=C(O)CSc1nnc(-c2ccc3c(c2)OCO3)n1-c1ccccc1	-17%	0%	6%	i	1%	-7%	10	3%	i
O=C(CCn1c(=O)c2ccccc2n(CC(=O)NC2CCCC2)c1=O)NCc1ccco1	0%	2%	12%	i	-9%	10%	16	14%	i
CN(C(=O)COC(=O)c1ccc(S(=O)(=O)N2CCCC2)cc1)c1ccccc1	-8%	0%	19%	i	7%	8%	-24	-3%	-11%
Cc1nnc(SCC(=O)Nc2nc(-c3ccccc3)cs2)n1N	0%	0%	-29%	i	-9%	12%	14	9%	-8%[57.5 µM]
CCC(CC)C(=O)N(C)c1c(C)nc2c(OCCOc3ccc(F)cc3)cccn12	-17%	2%	12%	i	9%	6%	15	?	-53%[inhibitor]
COc1ccc(CCNC(=O)c2ccc(CS(=O)(=O)Cc3cccc(C)c3)o2)cc1OC	8%&6%	-7%	0%&11%	i	5%	-2%&19%	7	10%&1%	-43%&-28%[inhibitor]

2 records drawn at random from those above:
Structure	GLP1R inv ag	aSyn rescue	TDP43 rescue	pAkt inh	GLP1R ag	FUS suppressor	DRD3 antagonist	Abeta yeast res	PTHR1 ag
CC(=O)c1ccccc1OCC(O)CNC1CCCC1 (stereo not given)	-2%	-1%	-1%	i	7%	2%	-6	-17%	i
COc1cc([N+](=O)[O-])c2nccnc2c1	45%[activator]	-3%	14%	i	-2%	-22%	-1	-15%	-20%

(continued)
Structure	GLP1R inv ag	aSyn rescue	TDP43 rescue	pAkt inh	GLP1R ag	FUS suppressor	DRD3 antagonist	Abeta yeast res	PTHR1 ag
Cc1ccc2nc(Cl)nc(-c3ccccc3)c2c1	56%[activator]	1%	16%	i	15%	-17%	-12	11%	-27%
CCc1nc2ccc(C(=O)Nc3cc(-c4ccccc4)ccc3OC)cn2c1N(C)Cc1nccs1	?	12%	14%	i	-1%	?	34	-16%	21%
COc1ccc(N2CC(C(=O)N[C@H](C(=O)NC3CCCC3)C(C)C)CC2=O)cc1 (stereo not given in full)	-25%	0%	-3%	i	-1%	-9%	4	-7%	-24%
O=[N+]([O-])c1ccc(S(=O)(=O)N2CCN=C2SCc2cccnc2)cc1	-11%	-2%	-6%	i	7%	22%	9	-1%	i
CC(=O)Nc1ccc(NS(=O)(=O)c2ccc3c(c2)n(C)c(=O)n3C)cc1	8%	-1%	-16%	i	1%	-1%	3	21%	i
CCOc1ccc(NC(=O)Cn2c(C)cc3ccccc3c2=O)cc1	13%	.	0%	.	.	-6%	.	-6%	i
Cc1cc(C)c(NC(=O)COC(=O)CSc2ccc(Br)cc2C)c(C)c1	23%	1%	12%	i	-11%	.	7	16%	i
O=C(NCC(c1ccco1)N1CCOCC1)c1ccc(F)c(F)c1 (stereo not given)	4%	0%	-19%	i	2%	-14%	14	-11%	i
S=c1[nH]nc(-c2cccnc2)n1-c1ccc2c(c1)OCCO2	9%	-8%	4%	i	0%	39%	?	-5%	i
O=C(C1=C(O)C(=O)N(CC2CCCO2)C1c1ccc(Cl)cc1)c1ccco1 (stereo not given)	8%	-1%	12%	i	0%	?	9	-14%	-11%
COc1ccc2sc(N(Cc3cccnc3)C(=O)C3COc4ccccc4O3)nc2c1 (stereo not given)	38%[activator]	.	9%	.	.	-5%	.	-16%	-3%
